# TRPV1 agonist: agonists of human vanilloid receptor 1 (TRPV1) | Q8NER1 | activation, % at 8.33 µM | AID 540275 | TRPV1-expressing cells, Fluo-8 calcium influx, agonist mode | 0.19% of 320,000 active; in the data active = activation above about 80%; inconclusive = between about 30% and that limit; note: 0% is about no effect
#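 TRPV1-expressing cells were cultured overnight at 35.5C and loaded with Fluo-8 calcium dye for 40 to 90 min at room temperature. After a 10 s baseline, compound was added and calcium influx was read kinetically for 3 min (ex 480/em 520 nm).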
# PKM2 activator: increases activity of human pyruvate kinase M2; 0.34% of 260,000 active; Potency, µM (titrated, usually from 57.5 µM), inactives show at the highest dose activation, most hits filed as activators; P14618; purified PKM2, Kinase-Glo ATP luminescence, activation; response scale: 0% is enzyme alone, no compound; note: potency is the fitted concentration of half-maximal effect; % is set by controls: 0 for no effect and ±100 for the full control effect; nearly all actives have a fitted effect of over 55% in size
#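 Kinase-Glo luminescence reports ATP generated from ADP (0.1 mM) and PEP (0.5 mM) by purified hPK-M2 after 1 h at room temperature, pH 7.2 imidazole buffer; intermediate enzyme activity allows detecting inhibitors and activators.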
# FBPA coupling cs: coupling enzyme interference in Giardia aldolase counter-screen. coupling enzyme system counterscreen, AmpLite Red fluorescence. 0.67% of 290,000 active. activity change, negative = inhibition, % at 58.2 µM, hits read low. AID 2472; in the data active = activity change below about -30%; note: % is set by controls: 0 for no effect and ±100 for the full control effect
#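 Fluorescence at 525 nm excitation and 598 nm emission measured inhibition of the coupled detection system without aldolase. Compounds (at 57.5 uM final) were preincubated 10 min at room temperature with coupling enzyme reagent before a 20 min substrate/AmpLite Red step.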
# USP2a inh: USP2a (human) protease inhibition | 0.01% of 330,000 active | Potency, µM (doses to about 38.3 µM), inactives show at the top dose activity change, negative = inhibition, hits mostly inhibitors | USP2 core, Ub-CHOP2 coupled fluorogenic reporter, 485/531 | O75604 | AID 463254;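 note: potency is the fitted concentration of half-maximal effect; plate controls were DMSO wells for no effect and full inhibition by NEM control for full effect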
#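 Cell-free coupled assay: 10nM USP2 core preincubated 30min RT with compound in Tris-HCl pH 8.0/CaCl2/CHAPS buffer, then 25nM Ub-CHOP2 and 25nM reporter substrate; fluorescence (Ex 485/Em 531) read after 60min RT, normalized to NEM inhibition, concentration-response curves fitted.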
# B2AR arrestin: agonists driving beta-arrestin recruitment to human beta2-adrenergic receptor; Potency, µM (top dose mostly 46.1 µM), without a hit: at the top dose activation, most hits filed as activators; AID 492947; P07550; beta-arrestin recruitment to beta2AR, cell-based reporter; 0.02% of 330,000 active;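 note: potency is the fitted concentration of half-maximal effect; 0% = DMSO controls and full agonism = EC100 isoproterenol or metaproterenol; nearly all actives have a fitted effect of over 65% in size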
# CXXC DNA block: MLL CXXC-DNA interaction inhibition; AID 2662; Potency, µM (doses to about 115 µM), inactives show at the top dose activity change, negative = inhibition, usual class: inhibitors; MLL-CXXC / FITC-HOXA9 DNA fluorescence polarization; 0.037% of 290,000 active; Q03164; active = well fitted inhibition curve with a large enough effect in the polarisation, with a control signal flat, not every such curve was filed as active; inconclusive = small, poorly fitted or top-dose-only effect, or effect the other way, or a change in a side signal; inactive = no such curve, though single readings can be large or run the other way; the % refers to the polarisation; note: potency is the fitted concentration of half-maximal effect
#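 Fluorescence polarization: 7 uM MLL-CXXC (stock) preincubated 5 min with compounds, then 50 nM fluorescein-HOX-A9 DNA (stock) added; 30 min ambient. Buffer 50 mM Tris-HCl pH 7.5, 50 mM NaCl, 1 mM DTT, 0.05% BSA.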
# KCNH2 3.1 inh: KCNH2 3.1 (human) potassium channel inhibition. U2OS KCNH2 3.1, thallium flux FluxOr; stronger effect = lower value. activity change, % (tested at about 1.8 µM). 0.95% of 340,000 active. AID 720553;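 active = maximum activity change below -70%; inconclusive = maximum activity change from -70% to -50%; inactive = maximum activity change above -50%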;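 note: thallium influx rate constant from kinetic fluorescence after stimulation buffer; % is set by controls: 0 for no effect and ±100 for the full control effect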
#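 Channel expression came from 3.1 mutant virus (1.77 x 10^8 /mL) applied to suspended U2OS cells for 4 h. Flux was tracked with FluxOr dye plus Red40 quencher, and kinetic rate constants normalized to controls.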
# Giardia killer: kills Giardia lamblia. Giardia lamblia trophozoite viability. activity change, % at 7.66 µM, hits read low. 0.15% of 340,000 active; in the data active = activity change below about -80%; inconclusive = between about -30% and that limit;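 note: parasites exposed to compound for two days anaerobically before the ATP read; % is set by controls: 0 for no effect and ±100 for the full control effect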
#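 Trophozoites 100 cells/well + cpd; 48 hrs, 37 deg C, anaerobic. ATPLite 1-Step added, 15-30 min RT, luminescence read (ATP-based viability).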
# GALK inh: inhibitors of human galactokinase; AID 1868; P51570; Purified GALK, Kinase-Glo residual ATP luminescence; 0.007% of 270,000 active; Potency, µM (doses to about 57.5 µM), inactives show top-dose activity change, negative = inhibition, most hits filed as inhibitors; note: potency is the fitted concentration of half-maximal effect; % is set by controls: 0 for no effect and ±100 for the full control effect
#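 ATP-depletion format; final 35 uM ATP, 100 uM D-galactose, 5 nM enzyme; pH 8.0 HEPES/Mg2+ buffer; 60 min RT; luminescence read 10 min after detection reagent.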
# Menin MLL FP TR: inhibitors of human menin-MLL interaction, mutant MLL peptide | Potency, µM (titrated, usually from 61.6 µM), without a hit: at the top dose FP activity change, negative = inhibition, hits mostly inhibitors | Menin + Texas Red MLL mutant peptide, fluorescence polarization | AID 1768 | 0.23% of 270,000 active | O00255; active = well fitted inhibition curve with a large enough effect in the polarisation, with a control signal flat, not every such curve was filed as active; inconclusive = small, poorly fitted or top-dose-only effect, or effect the other way, or a change in a side signal; inactive = no such curve, though single readings can be large or run the other way; the % refers to the polarisation; note: potency is the fitted concentration of half-maximal effect; % of control where 0% means no effect; many of its hits are not listed in these tables
# KCNH2 WT inh: KCNH2 (human, wildtype) channel inhibition; Q12809; U2OS, BacMam KCNH2, thallium flux FluxOr; stronger effect = lower value; activity change, % at 1.84 µM; 0.37% of 340,000 active;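 active = maximum activity change below -70%; inconclusive = maximum activity change between -70% and -50%; inactive = maximum activity change above -50%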; note: % is set by controls: 0 for no effect and ±100 for the full control effect
# Target sequence (Q12809 whole entry, looked up): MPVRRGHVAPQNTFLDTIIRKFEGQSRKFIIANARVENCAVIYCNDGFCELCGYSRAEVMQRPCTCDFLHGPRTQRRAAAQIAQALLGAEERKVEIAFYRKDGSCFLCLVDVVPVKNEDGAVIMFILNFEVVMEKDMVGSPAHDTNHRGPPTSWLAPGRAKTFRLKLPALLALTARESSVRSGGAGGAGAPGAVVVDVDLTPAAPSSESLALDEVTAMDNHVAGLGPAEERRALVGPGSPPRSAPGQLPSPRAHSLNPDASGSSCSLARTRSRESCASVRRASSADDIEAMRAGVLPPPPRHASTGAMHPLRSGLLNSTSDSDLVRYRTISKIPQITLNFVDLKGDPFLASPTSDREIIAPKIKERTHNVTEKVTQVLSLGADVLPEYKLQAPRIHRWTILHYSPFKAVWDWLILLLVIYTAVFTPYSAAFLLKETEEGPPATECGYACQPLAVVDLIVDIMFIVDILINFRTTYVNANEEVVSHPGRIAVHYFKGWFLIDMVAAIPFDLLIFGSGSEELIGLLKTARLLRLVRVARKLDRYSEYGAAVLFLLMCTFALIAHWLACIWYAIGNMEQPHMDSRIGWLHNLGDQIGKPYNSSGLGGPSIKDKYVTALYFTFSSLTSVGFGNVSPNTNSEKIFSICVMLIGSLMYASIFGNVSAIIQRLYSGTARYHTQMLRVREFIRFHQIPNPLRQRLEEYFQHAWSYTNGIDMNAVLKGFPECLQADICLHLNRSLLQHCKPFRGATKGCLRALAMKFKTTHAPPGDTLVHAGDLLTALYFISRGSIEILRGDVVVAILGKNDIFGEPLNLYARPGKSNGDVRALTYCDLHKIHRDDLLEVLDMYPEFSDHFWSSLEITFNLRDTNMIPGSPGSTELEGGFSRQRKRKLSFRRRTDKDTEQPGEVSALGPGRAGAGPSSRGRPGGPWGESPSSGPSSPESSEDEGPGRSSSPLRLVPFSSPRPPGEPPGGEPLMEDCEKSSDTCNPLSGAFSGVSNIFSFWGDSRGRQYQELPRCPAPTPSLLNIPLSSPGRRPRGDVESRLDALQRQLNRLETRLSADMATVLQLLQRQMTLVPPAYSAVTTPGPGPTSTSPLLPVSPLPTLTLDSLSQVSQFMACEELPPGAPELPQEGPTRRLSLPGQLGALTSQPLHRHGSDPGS
#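 U2OS cells transduced with wild-type KCNH2 virus are loaded with FluxOr dye for 45 min, and thallium flux is measured in kinetic reads before and after stimulation buffer. Rate constants are normalized to DMSO controls.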
# An asterisk follows results filed as active; ? = inconclusive; / = not tested or not shown; [ ] = dose if it differs, or a comment. Unless noted, calls come from the whole dose curve; as a rule, active = well fitted curve in the direction sought with a large enough effect; inconclusive = small, poorly fitted or top-dose-only effect, or another doubt; inactive = no such curve, though single readings can be large; an effect the other way counts as inactive or inconclusive. This is a subset; rates above refer to the full screens.
# Order of results – TRPV1 agonist	PKM2 activator	FBPA coupling cs	USP2a inh	B2AR arrestin	CXXC DNA block	KCNH2 3.1 inh	Giardia killer	GALK inh	Menin MLL FP TR	KCNH2 WT inh
(1) CCCCc1nnc(NC(=O)CS(=O)(=O)Cc2ccccc2)s1
→ -2	3%	4	1%	0.2%	-1%	10	-11	-2%	/	-21
(2) COc1ccccc1N1CCN(C2CCC(C)CC2)CC1 (stereo unspecified)
→ 4	-5%	-1	1%	0.1%	1%	2	25	7%	-15%	6
(3) COc1ccc(NC(=O)c2nnn(Cc3ccc(SC)cc3)c2N)c(OC)c1
→ -5	2%	1	-3%	0.4%	28%	6	7	1%	?	6
(4) Cc1ccc(C(=O)/C=C2\NCCNC2=O)cc1
→ 12	8%	3	-1%	0.2%	14%	-9	-27	0%	-12%	7
(5) COC(=O)C(C(=O)OC)=C(/C=C/N(C)C)N(C)C
→ -1	0%	3	0%	-0.2%	-5%	-8	-8	0%	0%	-3
(6) CCN1C(=O)CC(NCc2ccc(S(N)(=O)=O)cc2)C1=O (stereo unspecified)
→ 1	5%	2	7%	1.0%	2%	-10	-2	-1%	/	8
(7) COc1ccccc1NC(=O)C1CCCN(c2ncnc3c2nc2n3CCCCC2)C1 (stereo unspecified)
→ 16	/	-3	0%	-0.1%	8%	-8	-26	2%	-14%	-18
(8) O=C(N/C(=C/c1ccccc1)C(=O)N1CCOCC1)c1ccc([N+](=O)[O-])cc1
→ 2	-1%	-1	1%	0.5%	-9%	1	13	-2%	1%	10
(9) Clc1ccccc1Sc1ccc(-c2ccccn2)s1
→ 2	1%	1	1%	-0.1%	0%	0	-20	/	/	-4
(10) O=C(NN/C(=N/S(=O)(=O)c1ccc(Cl)cc1)c1ccccc1)c1ccc(O)cc1
→ 27	-16%	3	-1%	-0.7%	-2%	5	-13	1%	-8%	12
(11) CCc1ccc(/C=C2\SC(=S)N(CCC(=O)Nc3cc(C)on3)C2=O)cc1
→ 3	-1%	5	6%	-0.3%	40%[activator]	21	-10	-1%	-6%	9
(12) Cc1ccc(/C=c2\s/c(=C(/C#N)C(=O)N3CCCC3)n(Cc3ccco3)c2=O)s1
→ /	?	-3	3%	2.4%	?	1	-4	0%	28%	0
(13) O=C(NC(=S)Nc1ccc(Br)cc1F)C1CCCCC1
→ /	/	/	0%	0.1%	/	-17	-18	/	/	-4
(14) COc1ccc(S(=O)(=O)N(C)C[C@H]2Oc3c(cccc3N(C)C)C(=O)N([C@H](C)CO)C[C@@H]2C)cc1
→ /	/	/	1%	-0.3%	/	2	-27	/	/	-11
(15) S=C(NCCc1ccccc1)Nc1nccs1
→ ?	/	/	-3%	0.2%	/	-4	5	/	/	2
(16) O=C(Nc1cc(S(=O)(=O)N2CCOCC2)ccc1N1CCCC1)C1COc2ccccc2O1 (stereo unspecified)
→ 4	-11%	0	-1%	-0.5%	2%	14	-1	0%	/	0
(17) O=C(Nc1cc(Cl)ccc1N1CCCCC1)c1cccs1
→ -4	0%	0	-1%	-0.1%	-2%	-23	-10	-5%	9%	0
(18) CC(=O)Nc1ccc(C2(c3ccc(NC(C)=O)cc3)NC(=O)c3ccccc32)cc1
→ 4	-4%[11.5 µM]	8	0%	-0.4%	15%	19	3	-1%	-11%	13
(19) COc1ccc(-c2cc(C(F)(F)F)nc(SCc3cccc(C(=O)O)c3)n2)cc1
→ -1	1%	12	0%	6.1%	-22%	0	6	-5%	?	3
(20) COC(=O)COc1ccc2c(=O)c(Oc3ccccc3)c(C)oc2c1
→ 24	-5%	3	3%	-0.2%	8%	-1	-3	1%	-17%	2
(21) CCOc1nc(NC(C)C)nc(NC(C)C)n1
→ -2	0%	/	0%	-0.2%	4%	-2	-11	-2%	3%	-1
(22) CCc1ccc(C2=NNC(=Nc3c(C)n(C)n(-c4ccccc4)c3=O)SC2)cc1
→ -1	?	1	-1%	0.4%	14%	-2	-11	0%	-14%	-1
(23) Cc1ccn2cc(CCNC(=O)C3CC=CCC3C(=O)O)nc2c1 (stereo unspecified)
→ -1	2%	0	12%	-0.7%	0%	-9	2	0%	/	10
(24) Cc1cc(S(=O)(=O)NCc2ccco2)c(C)cc1Cl
→ 0	-2%	/	-2%	-1.0%	-11%	1	-15	-3%	/	4
(25) CCOC(=O)c1cnn(-c2cc(C)nc3c(-c4ccccc4)c(C)nn23)c1N
→ 9	3%	-1	1%	-0.1%	0%	-13	13	2%	-2%	-1
(26) COc1ccc(C)cc1NS(=O)(=O)c1cn(C)c(=O)n(C)c1=O
→ /	-17%	1	2%	0.0%	50%[activator]	0	3	2%	0%[11.7 µM]	-2
(27) CCCC(=O)Nc1ccc(N2CCN(C(=O)c3cccs3)CC2)cc1
→ 0	1%	2	2%	0.0%	-5%	24	4	-6%	8%	-4
(28) N/C(=N\OC(=O)CCCC(=O)O)c1ncc(C(F)(F)F)cc1Cl
→ -4	-1%	4	0%	0.1%	-22%	14	-7	3%	-12%	-1
(29) CC(=O)C1=C(O)C(=O)N(Cc2ccccc2)C1c1cccc([N+](=O)[O-])c1 (stereo unspecified)
→ -9	/	10	4%	-0.2%	-6%	0	-10	-2%	-29%	-4
(30) CCCCOc1ccccc1NC(=O)CSc1nnnn1C(C)(C)C
→ 26	-1%	-1	-1%	0.2%	-12%	2	2	-1%	-1%	-5

31) COc1ccc(CNC(=O)C(=O)NC2CCC(C)CC2)cc1 (stereo unspecified)
32) NCCc1nnc(SCC(=O)Nc2ccc(Br)cc2)o1
33) COc1ccc(C2C(C#N)=C(N)Oc3c2oc(CO)cc3=O)c(OC)c1OC (stereo unspecified)
34) COC(=O)CCCNC(=O)c1ccc2oc(CCCc3ccccc3)nc2c1
35) COc1ccc(S(=O)(=O)Nc2nc3c(s2)CCCC3)cc1
36) CCC1CN(C)C2Cc3c([nH]c4ccccc34)C(=O)CC1C2C(=O)OC (stereo unspecified)

screen / no.	31	32	33	34	35	36
TRPV1 agonist	24	0	-2	10	22	-1
PKM2 activator	1%	/	-4%	-3%	5µM*	-3%
FBPA coupling cs	4	0	-4	1	3	-1
USP2a inh	1%	0%	1%	0%	1%	-9%
B2AR arrestin	-0.2%	0.0%	0.3%	-0.1%	0.3%	0.1%
CXXC DNA block	-5%	9%	0%	2%	-6%	-2%
KCNH2 3.1 inh	-2	12	-7	-8	20	-13
Giardia killer	-13	-1	13	23	-3	0
GALK inh	4%	-1%	4%	2%	2%	-1%
Menin MLL FP TR	30%	8%	-4%	-1%	-2%	/
KCNH2 WT inh	6	4	-3	11	0	-6

# Reformatted field by field: part of the list above.
[10] O=C(NN/C(=N/S(=O)(=O)c1ccc(Cl)cc1)c1ccccc1)c1ccc(O)cc1
  TRPV1 agonist: 27 | PKM2 activator: -16% | FBPA coupling cs: 3 | USP2a inh: -1% | B2AR arrestin: -0.7% | CXXC DNA block: -2% | KCNH2 3.1 inh: 5 | Giardia killer: -13 | GALK inh: 1% | Menin MLL FP TR: -8% | KCNH2 WT inh: 12

[11] CCc1ccc(/C=C2\SC(=S)N(CCC(=O)Nc3cc(C)on3)C2=O)cc1
  TRPV1 agonist: 3 | PKM2 activator: -1% | FBPA coupling cs: 5 | USP2a inh: 6% | B2AR arrestin: -0.3% | CXXC DNA block: 40%[activator] | KCNH2 3.1 inh: 21 | Giardia killer: -10 | GALK inh: -1% | Menin MLL FP TR: -6% | KCNH2 WT inh: 9

# (next part)
37) CC1(c2ccc(OCC#N)cc2)C=C(c2ccc(OCC#N)cc2)n2nc(C(F)(F)F)nc2N1 (stereo unspecified)
38) COc1cc(NC(=O)c2cccc([N+](=O)[O-])c2C)ccc1NC(=O)c1ccco1
39) CC(C)c1ccc(C(C)NCCS(=O)(=O)c2ccc(Cl)cc2)cc1 (stereo unspecified)
40) O=C(O)c1cccc(-n2cccc2/C=C2\NC(=O)N(Cc3ccc(F)cc3)C2=O)c1
41) CN1c2ccsc2C(O)=C(C(=S)Nc2ccc(F)c(Cl)c2)S1(=O)=O

screen / no.	37	38	39	40	41
TRPV1 agonist	-4	-2	13	2	0
PKM2 activator	-5%	1%	-1%	6%	-1%
FBPA coupling cs	-8	1	/	11	5
USP2a inh	-1%	-2%	-2%	-1%	2%
B2AR arrestin	1.0%	-0.5%	-1.1%	-0.5%	-1.0%
CXXC DNA block	-6%	5%	4%	3%	?
KCNH2 3.1 inh	-106*	5	-15	0	14
Giardia killer	-4	-16	9	9	-6
GALK inh	2%	1%	-7%	-7%	-5%
Menin MLL FP TR	14%	-12%	/	?	?
KCNH2 WT inh	-7	1	3	-2	-7

# Source: PubChem BioAssay
